# RSV antiviral HEp-2 – inhibition of RSV-induced cytopathic effect – HEp-2 cells, primary 10 µM value included (AID 2391); HEp-2 cells, RSV-induced CPE inhibition; higher % means a stronger effect; CPE inhibition, % at 10 µM, or IC50 in µM where a hit was titrated; 310,000 compounds, 0.13% hits; in the data active means a potency from the dose series; inconclusive means CPE inhibition mostly from about 23% at the one dose, without a potency; inactive means the rest, 99 in 100 with CPE inhibition below about 21%; further: strong numbers were not always called active
# Salmonella PhoP GFP – inhibitors of PhoP regulon expression, primary screen, Salmonella Typhimurium, GFP reporter (AID 1863). S. Typhimurium PhoP-regulated promoter GFP reporter, 4 h; higher % means a stronger effect. inhibition, % at 50 µM, or IC50 in µM where a hit was titrated. 300,000 compounds, 0.16% hits;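 active means inhibition over 29.93%, a cutoff 3 SD above the screen mean, later confirmed by dose response; inconclusive means inhibition over 29.93% but no dose response follow-up; inactive means inhibition at most 29.93% or unconfirmed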;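 further: 0% = low Mg2+ inducing control and 100% = high Mg2+ repressing control; strong numbers were not always called active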
# Dengue-2 NS5 capping – Dengue-2 NS5 methyltransferase inhibitors, primary screen, biochemical, confirmation dose response (AID 588689); Dengue-2 NS5 methyltransferase capping enzyme assay, biochemical; higher % means a stronger effect; 340,000 compounds, 0.3% hits; inhibition, % at 25 µM, or IC50 in µM where a hit was titrated; in the data active means a potency from the dose series; inconclusive means inhibition above about 29% without an active follow-up result
# GPR55 LPI antagonism – inhibition of LPI-stimulated GPR55 beta-arrestin translocation – imaging, U2OS, beta-arrestin-GFP, LPI agonist, primary screen (AID 2013); U2OS GPR55 beta-arrestin-GFP translocation imaging, LPI antagonism; higher % means a stronger effect; one-dose inhibition, % at 10 µM; IC50 in µM for titrated hits; 290,000 compounds, 0.13% hits;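 active means spots per cell inhibited over 60%, with over 100 cells counted and total cytoplasm intensity under 500,000; inconclusive means wells with under 100 cells, flagged as likely toxic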;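 further: U2OS cells stably carrying GPR55 and arrestin-GFP stimulated by 5 µM LPI near EC80; imaged beta-arrestin-GFP aggregate spots per cell after agonist stimulation; plate controls were LPI-stimulated DMSO wells for no effect and DMSO wells without LPI for full effect; some results filed as inactive read as strong as hits; confirmed hits need IC50 under 10 µM and bright autofluorescent wells are also inconclusive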
# Rac1 GTP hydrolysis – MgcRacGAP GTPase-activating activity inhibitors, confirmation, biochemical, ADP Hunter fluorescence | AID 624330 | MgcRacGAP-stimulated Rac1 GTP hydrolysis, ADP Hunter fluorescence; higher % means a stronger effect; GST-tagged Rac1 F28L mutant substrate | inhibition, % at 30 µM, or IC50 in µM where a hit was titrated | 340,000 compounds, 0.6% hits;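 active means first-screen hits whose inhibition reached a set limit at any dose in the follow-up dose series; inconclusive means inhibition above the set first-screen limit but never retested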;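 further: fluorescence reports GDP produced by GAP-driven GTP hydrolysis; strong numbers were not always called active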
# SV40 large T antigen – SV40 large T antigen inhibitors, biochemical (AID 1903); SV40 large T antigen ATPase/helicase inhibition assay; higher % means a stronger effect; one-dose inhibition, % at 20 µM; IC50 in µM for titrated hits; 310,000 compounds, 0.39% hits; in the data active means a potency from the dose series; inconclusive means inhibition mostly from about 32% at the one dose, without a potency; inactive means the rest, 99 in 100 with inhibition below about 32%; further: strong numbers were not always called active
# GPR35 antagonists – GPR35 antagonists blocking zaprinast-driven arrestin recruitment, primary screen, imaging, U2OS, beta-arrestin-GFP, zaprinast agonist (AID 2058) | 290,000 compounds, 0.052% hits | one-dose inhibition, % at 10 µM; IC50 in µM for titrated hits | U2OS GPR35 beta-arrestin-GFP translocation imaging, zaprinast antagonism; higher % means a stronger effect;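 active means inhibition of at least 50% with at least 30 cells and total cytoplasm GFP at most 10,000,000; inconclusive means under 30 cells or total GFP of 10,000,000 plus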
# K1F lysis inhibition – protection from phage-mediated lysis, alamar blue read-out – E. coli UTI89, K1F phage, bacterial capsule biogenesis inhibitors (AID 488966) | E. coli UTI89 K1F phage lysis, alamar blue, 2 h; higher % means a stronger effect | inhibition, % at 100 µM; hits with a dose series show IC50 in µM | 340,000 compounds, 0.02% hits;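 active means phage lysis inhibition, versus mean bacterial control, above a set limit; inconclusive means no clear call, values can overlap the other calls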;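 further: capsule biogenesis inhibitors block K1F phage lysis so surviving cells raise fluorescence; higher fluorescence means more inhibition of phage lysis; actives were called in the ten point dose series up to 300 µM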
# HIV fusion peptide – cell-free HIV fusion peptide-binding blockers – biochemical, uHTS, fluorescence dequenching, primary screen (AID 1986); one-dose inhibition, % at 20 µM; IC50 in µM for titrated hits; 290,000 compounds, 0.3% hits; cell-free peptide binding, fluorescence dequenching, 30 min; higher % means a stronger effect; in the data active means inhibition mostly above about 52%, no sharp cut-off; inactive means mostly below about 76%; further: some results filed as inactive read as strong as hits
# Dengue-2 NS5 capping pilot replicate – further read-out of Dengue-2 NS5 capping, marked with its call; inhibition, %; measured here: pilot screen replicate inhibition
# * = called active by the depositor; ? = inconclusive; / = not tested or not shown; [ ] = dose if it differs, or a comment. An unsorted share of the library. Share with any hit: about 1.5%.
SMILES,RSV antiviral HEp-2,Salmonella PhoP GFP,Dengue-2 NS5 capping,GPR55 LPI antagonism,Rac1 GTP hydrolysis,SV40 large T antigen,GPR35 antagonists,K1F lysis inhibition,HIV fusion peptide,others
Cc1ccc(C)c(OCc2cc(C(=O)N(C)Cc3ccccn3)no2)c1,-1.1%,9%,-11%,5%,7%,5%,7%,0.1%,-0.9%,
Cc1cc(OCCCC(=O)N2CCCCC2)cc(C)c1Cl,6.7%,-1%,3%,-12%,12%,7%,4%,1.0%[50 µM],-2.3%,
CCCCN(C)C1CCN(C(=S)Nc2cccc(OC)c2)CC1,-1.8%,-1%,-3%,-8%,11%,11%,9%,3.0%[50 µM],-1.2%,
CNC(=O)[C@H]1O[C@@H](n2cnc3c(NCc4cccc(I)c4)ncnc32)[C@H](O)[C@@H]1O,2.6%,-5%,-1%,/,0%,16%,/,5.1%,/,
COc1ccc(-c2cn(-c3ccc(C)c(Cl)c3)c(=S)[nH]2)cc1OC,-0.5%,-2%,-2%,13%,6%,37%,-3%,0.3%,-2.8%,
COC(=O)Nc1ccc(S(=O)(=O)N2CCCC(C(=O)N3CCOCC3)C2)cc1 (centres undefined),-0.3%,-1%,-12%,-6%,15%,60%,-12%,0.0%,0.8%,
O=C(COc1ccccc1Br)N1CCN(c2ccccc2)CC1,0.2%,-2%,2%,26%,4%,-5%,6%,1.1%,-1.1%,
O=C(O)c1ccccc1-c1ccccc1C(=O)NCc1ccccc1F,-0.2%,-1%,2%,8%,-12%,6%,2%,0.6%,-0.2%,
O=C(Nc1ccc2nc3n(c(=O)c2c1)CCCCC3)c1c(F)ccc([N+](=O)[O-])c1F,-1.7%,6%,-40%,-12%,15%,-17%,5%,-0.3%,-0.1%,
O=S(=O)(Nc1ccc(Cl)cn1)c1ccc(Cl)cc1,4.5%,-3%,-3%,10%,11%,7%,-4%,0.2%,1.6%,
Cc1csc(SCC(=O)Nc2nncs2)n1,1.3%,-1%,-7%,-7%,8%,3%,-11%,-0.9%,-0.4%,
CCOc1ccc(OCC(=O)Nc2ccc(S(=O)(=O)Nc3cc(C)nc(C)n3)cc2)cc1,1.6%,3%,1%,7%,13%,3%,9%,1.3%,4.5%,
CCc1ccc(CN2CCC(n3nccc3NC(=O)c3ccccc3C)CC2)cc1,0.9%,1%,-3%,?,5%,1%,5%,0.2%,0.4%,
Cc1nn(-c2ccccc2)c(Cl)c1/C=C1\C(=O)N(C)C(=S)N1C,62%,6%,-13%,4%,9%,10%,8%,0.0%,-0.1%,
Cc1[nH]c(C)c(S(=O)(=O)Nc2ccc(OC(F)(F)F)cc2)c1C(=O)N1CCCCC1,1.3%,0%,-5%,9%,9%,0%,17%,7.0%,0.4%,
COc1ccc(COC(=O)N/N=C(\C)CC(=O)Nc2c(C)cc(C)cc2C)cc1,0.1%,1%,-2%,23%,7%,4%,11%,-1.1%,-4.2%,
OCC[C@H]1C[C@@H](O)[C@H](O)[C@@]2(CCc3ccccc3O2)O1,4.3%,0%,-3%,/,7%,6%,/,1.0%,/,
CCOc1ccc(Cn2nnc(C(=O)NCc3ccccc3)c2N)cc1,2.0%,-5%,-7%,-3%,1%,0%,-15%,4.4%,0.0%,
O=C(COc1ccccc1F)Nc1c2c(nn1-c1ccccc1)CS(=O)(=O)C2,2.6%,-6%,0%,6%,6%,15%,7%,0.1%,0.5%,
CSc1ccc(Cl)c(C(=O)Nc2ccc(C)cn2)c1,0.7%,3%,-7%,-5%,-2%,3%,?,1.1%,-0.8%,
COc1ccc(N(C(=O)CNC(=O)c2ccco2)C(C(=O)NCC2CCCO2)c2ccccc2)c(OC)c1 (centres undefined),-0.6%,-1%,-12%,-4%,3%,4%,-1%,0.1%,0.1%,
COc1cc(/C=N/N2C(C)CCCC2C)cc(Br)c1O (centres undefined),-0.3%,-6%,-11%,-2%,10%,29%,7%,0.3%,-2.1%,
Nc1cccc(-c2csc(-n3ncc(C(=O)O)c3C(F)(F)F)n2)c1,2.9%,16%,8%,14%,4%,28%,4%,-0.2%,1.6%,
Cc1cccc(-c2nc3ccccc3c(=O)n2NC(=O)Cc2ccc(Cl)cc2)c1,4.4%,10%,4%,-1%,9%,8%,22%,0.2%,0.6%,
CCOC(=O)c1ccc(N2Cc3ccccc3C2=NC(=O)c2ccncc2)cc1,/,-5%,-9%,-2%,2%,3%,1%,-0.1%,1.2%,
O=C(NCc1ccc2c(c1)OCO2)c1ccc(CSCc2ccc(Cl)cc2)o1,9.7%,-13%,-5%,6%,5%,4%,-8%,5.5%,1.1%,
CNC(=O)/C(C#N)=C1\SC(Cc2ccc(F)cc2)C(=O)N1c1ccccc1C (centres undefined),/,0%,-2%,3%,8%,9%,3%,0.5%,-1.1%,
CC(C)(C)C(=O)N1c2ccccc2CCc2ccccc21,1.0%,0%,-3%,13%,-12%,7%,2%,0.2%,1.2%,Dengue-2 NS5 capping pilot replicate=0.9
Cn1c(=O)c(N=O)c(N)n(Cc2ccccc2)c1=S,3.7%,/,0%,/,6%,7%,/,-1.0%,/,
CCN(CC)S(=O)(=O)c1ccc2c(c1)nc(CCC(=O)OCC(=O)Nc1cc(Cl)cc(Cl)c1)n2C,3.5%,0%,3%,5%,2%,20%,-2%,0.2%[50 µM],1.4%,
CCOC(=O)Nc1ccc([N+](=O)[O-])cc1OC,2.4%,/,-1%,/,4%,/,/,0.2%,/,
N#CC(C#N)=C1C=CC=CN1/C(=C\c1ccco1)C(=O)c1ccc(-c2ccccc2)cc1,-0.9%,7%,-1%,20%,16%,28%,6%,-1.8%,4.4%,
CCCOc1ccc(N2C(=O)CC(N3CCN(c4ccc([N+](=O)[O-])cc4)CC3)C2=O)cc1 (centres undefined),1.4%,2%,/,1%,18%,6%,-10%,1.9%,-1.1%,
CCc1nc2c(sc3nc4c(cc32)COC(C)(C)C4)c(=O)n1CCN(CC)CC,-0.3%,4%,-8%,-5%,7%,9%,-13%,0.1%,0.1%,
S=C(Nc1cccc(Cl)c1)N1CCOCC1,-0.2%,-2%,-7%,13%,6%,12%,-2%,0.0%,0.7%,
O=[N+]([O-])c1ccc2nc(-c3cccnc3)[nH]c2c1,-0.9%,2%,-5%,-4%,18%,3%,6%,-1.0%,-1.6%,
C=C(C)COc1ccc(-c2[nH]ncc2Oc2ccccc2OC)c(O)c1,12%,-8%,-4%,10%,1%,11%,-2%,-2.3%,-2.6%,
COc1ccccc1/C=C\C(=O)NCC(=O)N/N=C(/C)c1cccc([N+](=O)[O-])c1,1.9%,5%,-7%,-9%,3%,6%,-14%,-0.2%,-0.7%,
COC(=O)[C@@H]1Cc2c([nH]c3ccccc23)C(C)(C)N1C(=O)CCl,?,17%,-5%,8%,11%,10%,5%,-0.2%[50 µM],2.4%,
CC(=O)NC1CC2CCC(C1)N2Cc1ccc(C)cc1 (centres undefined),0.1%,5%,1%,6%,5%,7%,0%,0.3%,11%,
CCn1c(CC(=O)Nc2ccc(C)cc2)nnc1SCC(=O)NCCc1ccccc1,0.4%,10%,-3%,14%,0%,1%,3%,6.7%,-3.0%,
COc1ccc(S(=O)(=O)N2CCOCC2)cc1C(=O)N(C)Cc1ccccc1F,1.6%,/,2%,/,3%,/,/,0.5%[50 µM],/,
CC(=O)Nc1nc(C)c(CCC2OCCO2)c(=O)[nH]1,1.6%,-1%,3%,3%,0%,5%,-2%,-0.2%,0.2%,
CCOC(=O)C1(CCc2ccccc2)CCN(C(=O)CN2CCOC2=O)CC1,0.8%,7%,-2%,12%,-3%,3%,11%,-0.1%,-1.3%,
COC(=O)c1ccc(CSc2nc3ccccc3c(=O)n2-c2cccc(OC)c2)o1,1.8%,2%,-7%,35%,4%,17%,-7%,1.6%,3.0%,
COc1ccc(OC)c2c1sc(=NC(=O)C1COc3ccccc3O1)n2C (centres undefined),1.8%,-4%,-1%,13%,2%,10%,10%,3.4%[50 µM],3.9%,
Cc1csc(NC(=O)Cc2c(F)cccc2Cl)n1,0.8%,4%,2%,-8%,1%,3%,-5%,0.1%,-1.6%,
N=C1C(c2nc(-c3ccc(F)cc3)cs2)=C(O)CN1CCCN1CCOCC1,-1.2%,-3%,-6%,9µM*,20%,11%,6%,-0.7%,-1.6%,
Fc1ccc(CN2CCC(Cc3ccccc3)CC2)cc1F,-1.1%,-1%,-11%,17%,27%,18%,7%,-1.6%,0.5%,
CC(=O)N1c2ccc(S(=O)(=O)N(C)Cc3ccccc3)cc2CC1C (centres undefined),3.1%,0%,-7%,7%,8%,9%,8%,0.0%,0.1%,
# Following part.
SMILES,RSV antiviral HEp-2,Salmonella PhoP GFP,Dengue-2 NS5 capping,GPR55 LPI antagonism,Rac1 GTP hydrolysis,SV40 large T antigen,GPR35 antagonists,K1F lysis inhibition,HIV fusion peptide,others
Cc1ccc(C)c2[nH]c(=O)c(CCNC(=O)c3ccco3)cc12,1.1%,-2%,-12%,96%,11%,4%,18%,0.2%,-2.0%,
Cc1ccc(NC(=O)CSc2nc(N)cc(=O)[nH]2)cc1Cl,6.6%,-7%,-5%,-4%,1%,2%,-19%,0.1%,-0.3%,
Cc1c(C=Nc2ccc(S(=O)(=O)N(C)C)cc2)c(O)[nH]c(=O)c1C#N,3.5%,/,-10%,/,10%,8%,/,0.7%,/,
COc1ccc(CCNC(=O)C(=O)Nc2ccc3nc4n(c(=O)c3c2)CCCCC4)cc1OC,2.8%,-10%,-2%,11%,6%,7%,-7%,0.3%,1.4%,
Cc1cc(C=O)c(C)n1-c1ccc(Oc2ccc([N+](=O)[O-])cn2)cc1,8.8%,38%,-3%,5%,-10%,-7%,-6%,-9.8%,0.2%,
COc1cc(CC(=O)N(C)CC(=O)Nc2ccc(Cl)c(C(F)(F)F)c2)cc(OC)c1OC,12%,-1%,-7%,7%,6%,13%,-4%,-0.2%,0.3%,
CCN(CC)C(=O)CSc1nnc(-c2ccc(O)cc2)n1CC1CCCO1 (centres undefined),1.9%,-10%,-5%,1%,-3%,24%,14%,0.1%,-0.7%,
